Pol kappa inh: DNA polymerase kappa (human) inhibition | purified Pol kappa, fluorescent DNA synthesis assay, 10 min | AID 588579 | Potency, µM (doses to about 107 µM), without a hit: at the top dose activity, negative = inhibition, hits mostly inhibitors | Q9UBT6 | 0.53% of 400,000 active; also: potency is read from the fitted curve at half-maximal effect; % is scaled to controls: 0 for no effect and ±100 for the full control effect
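Pol kappa 10 nM + cpd, 15 min RT; start w/ substrate 50 nM final; fluorescence kinetic read, 0 and 10 min. Neg ctrl: buffer, no enzyme.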
POLB inh: inhibitors of human DNA polymerase beta. 1.3% of 340,000 active. P06746. Pol beta primer extension/strand displacement, fluorescence kinetic. Potency, µM (doses to about 114 µM), for the others: top-dose activity change, negative = inhibition, most hits filed as inhibitors. AID 485314; also: potency is read from the fitted curve at half-maximal effect; % is scaled to controls: 0 for no effect and ±100 for the full control effect
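Enzyme-only controls used 10 nM Pol beta; buffer lacking enzyme served as negative control. Compound preincubated 15 min, then 50 nM substrate added; 0 and 10 min reads at room temperature.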
TRHR agonist: agonists of human TRH receptor; TRHR cells, calcium flux fluo-8, FDSS agonist mode; P34981; AID 493084; 0.18% of 360,000 active; activation, % at 2 µM; in the data active = activation above about 30%; also: 0% is about no effect
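Steps: seed TRHR cells overnight; add fluo-8 no-wash Ca dye, RT 30 min–1.5 h; record 10 s baseline; pin-transfer compounds; monitor fluorescence 1 cycle/s for the agonist window. Calcium increases flag candidate agonists.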
Apoferritin bind: binds horse apoferritin like a general anesthetic; P02791; apoferritin/1-aminoanthracene competitive binding, fluorescence; Potency, µM (series often up to 77.5 µM), for the others: top-dose activity change, negative = displacement, most hits filed as inhibitors; 0.074% of 350,000 active; AID 485281; also: potency is read from the fitted curve at half-maximal effect; % is scaled to controls: 0 for no effect and ±100 for the full control effect; nearly all actives have a fitted effect of over 20% in size
Target sequence (P02791 2-175 limits assumed): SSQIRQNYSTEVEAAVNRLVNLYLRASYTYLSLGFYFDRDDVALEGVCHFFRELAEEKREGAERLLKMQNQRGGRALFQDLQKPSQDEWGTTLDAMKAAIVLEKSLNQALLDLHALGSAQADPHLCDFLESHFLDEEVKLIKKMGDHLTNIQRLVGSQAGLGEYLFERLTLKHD
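Horse-spleen apoferritin (10 uM) was mixed with 50% saturated 1-aminoanthracene in PBS, exposed to compounds for 10 min at room temperature, and read for fluorescence (ex 380 nm, em 535 nm). Competitive displacement was fitted with a four-parameter Hill equation.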
APE1 inh: APE1 (human) endonuclease inhibition. 0.35% of 350,000 active. Potency, µM (titrated, usually from 65.8 µM), for the others: at the highest dose activity change, negative = inhibition, most hits filed as inhibitors. recombinant APE1, TAMRA/BHQ-2 abasic DNA cleavage fluorescence. P27695. AID 2517;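 also: potency is read from the fitted curve at half-maximal effect; plate controls were vehicle for no effect and reference inhibitor for full effect; nearly all actives have a fitted effect of over 55% in size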
Target sequence (P27695 whole entry, looked up): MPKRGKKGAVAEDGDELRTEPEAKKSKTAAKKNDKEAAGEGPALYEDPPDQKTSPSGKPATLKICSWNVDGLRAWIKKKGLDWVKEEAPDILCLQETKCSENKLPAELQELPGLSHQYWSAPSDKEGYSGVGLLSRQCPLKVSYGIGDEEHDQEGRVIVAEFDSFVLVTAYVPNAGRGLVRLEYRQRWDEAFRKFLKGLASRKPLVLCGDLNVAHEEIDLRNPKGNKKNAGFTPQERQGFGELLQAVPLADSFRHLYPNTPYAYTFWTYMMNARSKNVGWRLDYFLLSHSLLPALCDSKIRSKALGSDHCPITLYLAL
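Endonuclease cleavage of a quenched abasic-site DNA duplex (50 nM) by APE1 (0.75 nM) was tracked by TAMRA dequenching. Compounds were preincubated with enzyme 15 min at room temperature; data normalized to buffer-only and DMSO wells plus NSC13755 control.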
BLM inh: blocks DNA unwinding by human BLM helicase; P54132; recombinant BLM DNA unwinding, fluorescence dequenching; Potency, µM (titrated, usually from 56.1 µM), for the others: at the highest dose activity change, negative = inhibition, hits mostly inhibitors; 0.2% of 350,000 active;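 also: potency is read from the fitted curve at half-maximal effect; plate controls were vehicle for no effect and no enzyme for full effect; nearly all actives have a fitted effect of over 35% in size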
12-LOX inh: inhibitors of human 12S-lipoxygenase ALOX12; P18054; purified 12hLO, xylenol orange hydroperoxide absorbance; Potency, µM (titrated, usually from 108 µM), inactives show at the highest dose activity change, negative = inhibition, most hits filed as inhibitors; 1.1% of 580,000 active; AID 1671190; also: potency is read from the fitted curve at half-maximal effect; % is scaled to controls: 0 for no effect and ±100 for the full control effect
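Hydroperoxide product was detected by ferrous iron/xylenol orange as the 573 to 405 nm absorbance ratio. Arachidonic acid at 40 uM (final) was turned over for 30 min at room temperature by 150 nM human 12hLO, pH 7.0 Hepes buffer, after 15 min compound preincubation.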
POLI inh: DNA polymerase iota (human) inhibition. AID 588590. Pol iota fluorescent replication assay, 10 min. Potency, µM (top dose mostly 115 µM), without a hit: top-dose activity, negative = inhibition, most hits filed as inhibitors. 1% of 390,000 active. Q9UNA4; also: potency is read from the fitted curve at half-maximal effect
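Fluorescent replication assay read twice, at 0 min and 10 min after adding 50 nM (final) substrate. Enzyme (10 nM) and compounds were first incubated 15 min at room temperature; enzyme-free buffer wells were negative controls.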
ERG-DNA inh: ERG Ets/DNA interaction inhibition | fluorescence polarization, His-ERG Ets domain / labelled DNA | Potency, µM (series often up to 76.9 µM), for the others: top-dose FP activity, negative = inhibition, actives largely listed as inhibitors | 0.028% of 370,000 active | AID 624246; active = well fitted inhibition curve with a large enough effect in the polarisation, with a control signal flat; inconclusive = small, poorly fitted or top-dose-only effect, or effect the other way, or a change in a side signal; inactive = no such curve, though single readings can be large or run the other way; the % refers to the polarisation;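 also: polarization taken with two DNA probes labelled with fluorescein and Texas red; potency is read from the fitted curve at half-maximal effect; % of control where 0% means no effect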
Target sequence (P11308 whole entry, looked up, the tested form may be a part): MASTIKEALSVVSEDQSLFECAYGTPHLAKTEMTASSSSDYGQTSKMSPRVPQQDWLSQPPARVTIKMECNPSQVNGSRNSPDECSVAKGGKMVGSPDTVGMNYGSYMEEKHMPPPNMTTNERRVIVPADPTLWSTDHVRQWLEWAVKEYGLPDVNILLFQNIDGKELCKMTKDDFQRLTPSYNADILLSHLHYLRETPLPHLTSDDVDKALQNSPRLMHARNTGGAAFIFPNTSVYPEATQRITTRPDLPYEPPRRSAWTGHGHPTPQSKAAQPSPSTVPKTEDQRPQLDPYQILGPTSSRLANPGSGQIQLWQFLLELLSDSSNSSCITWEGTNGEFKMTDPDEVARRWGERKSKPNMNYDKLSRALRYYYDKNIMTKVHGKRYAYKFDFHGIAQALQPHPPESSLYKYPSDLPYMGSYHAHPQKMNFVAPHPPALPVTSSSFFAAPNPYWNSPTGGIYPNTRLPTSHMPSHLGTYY
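His-tagged ERG Ets domain (1 uM in the protein solution; 300mM KCl, 50mM Tris-HCl, 1mM EDTA, 1mM DTT, pH 7.5) received compound, then a probe mix of 5 nM fluorescein-DNA and 100nM Texas-615-DNA. Fluorescence polarization was read for both dyes.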
* = called active by the depositor; ? = inconclusive; · = not tested or not shown; & = joins results of further samples; [ ] = remark or other dose. Unless noted, calls follow the shape of the dose curve; as a rule, active = well fitted curve in the direction sought with a large enough effect; inconclusive = small, poorly fitted or top-dose-only effect, or another doubt; inactive = no such curve, though single readings can be large; an effect the other way counts as inactive or inconclusive.

1. COC(=O)c1nc2n(n1)C(c1ccc(OC)c(OC)c1)C(C(=O)OC1CCCCC1)=C(C)N2 (stereo not given)
2. O=C(CCN1C(=O)c2ccccc2C1=O)NC(=S)Nc1cccc(Cl)c1
3. CCCC1Cc2nc(Cl)c(C#N)cc2CO1 (stereo not given)
4. O=c1cc(CSc2ccccc2)[nH]c(=S)[nH]1
5. CN1CCN(C2=C(Cl)C(=O)N(CCc3ccccc3)C2=O)CC1
6. COc1ccc(-c2cc(=O)oc3cc(OC(C)C(=O)NCC4CCC(C(=O)O)CC4)ccc23)cc1 (stereo not given)
7. CCCCNC(=S)NNC(=O)CCn1cc(C)cn1
8. COc1ccc(-c2cn(Cc3ccc(C(N)=O)cc3)c(-c3ccncc3)n2)cc1
9. CC(=O)Nc1ccc(NC(=O)CSc2nnc(N)n2-c2ccccc2)cc1
10. O=c1onc2cnc3ccccc3n12

Screen / compound no.	1	2	3	4	5	6	7	8	9	10
Pol kappa inh	-17%	-15%	-30%	9%	4%	9%	4%	-3%	-18%	-4%[60.1 µM]
POLB inh	2%	12%	45µM*	22%	2%	2%	27%	·	·	-2%[57.1 µM]
TRHR agonist	-1.8	-0.3	-0.6	0.2	0.2	-0.1	0.2	-0.5	·	·
Apoferritin bind	-12%	?	-4%	?	-8%	-9%	-12%	·	·	·
APE1 inh	-2%	-5%	4%	0%	-2%	32%	1%	6%	·	-6%&-5%
BLM inh	-2%	-4%	-9%	-1%	0%	1%	-1%	·	·	-4%
12-LOX inh	-2%	-12%	?	?	-19%	36%[activator]	23%	-11%	8%	0%
POLI inh	17%	?	?	9%	18%	-17%	-9%	?	10%	-5%[58.9 µM]
ERG-DNA inh	5%	14%	-2%	-3%	-11%	-4%	-3%	11%	4%	·

11. COc1cccc(NC(=O)CN(c2cccc(F)c2)S(C)(=O)=O)c1
12. Cc1ccc([N+](=O)[O-])cc1NC(=O)Cc1ccc(F)cc1
13. C/C(=N\NS(=O)(=O)c1ccc(C)cc1)c1ccc(C)o1
14. Cc1nn(Cc2c(F)c(F)c(F)c(F)c2F)c(C)c1NC(=O)c1ccc(COc2ccccc2Cl)o1
15. COC(=O)c1ccccc1NC(=O)CN1CCCCC1
16. CCc1ccc(-c2cc(C)no2)cc1S(=O)(=O)N1CCN(c2cccc(C)c2C)CC1
17. CC1(C)CC[C@]2(CO)CC[C@]3(C)C(=CCC4[C@@]5(C)CC[C@H](O)[C@@](C)(CO)C5CC[C@]43C)[C@@H]2C1 (stereo not given in full)
18. COCCn1c(SCc2cnc(-c3ccccc3)s2)nnc1-c1ccncc1
19. NS(=O)(=O)c1ccc(CCNCC(=O)N2CCC(Cc3ccccc3)CC2)cc1
20. COc1ccc(-c2ccc(SCC(=O)Nc3cccc(C(C)=O)c3)nn2)cc1OC

Screen / compound no.	11	12	13	14	15	16	17	18	19	20
Pol kappa inh	-1%[60.1 µM]	-2%	-9%	-14%	-17%	-16%	2%	-11%	-12%	?
POLB inh	-28%	-13%	-12%	-1%	1%	-6%	·	-11%	-2%	16µM*
TRHR agonist	0.3	-1.0	-0.2	-0.2	0.2	0.6	·	-0.2	-1.0	-1.3
Apoferritin bind	4%	-4%	-13%	-10%	-14%	4%	·	-22%	-5%	-15%
APE1 inh	-1%	-11%	3%	?	0%	34%	8%	15%	1%	-10%
BLM inh	-2%	-2%	-3%	-12%	-5%	-5%	·	-1%	-9%	-10%
12-LOX inh	9%	-1%	-7%	-18%	-6%	-1%	20%	-18%	-22%	-16%
POLI inh	8%	66%[activator]	40%[activator]	7%	5%	5%	15%	?	-22%	28µM*
ERG-DNA inh	·	8%	-3%	1%	-6%	-4%	3%	-10%	29%	2%

21. CCn1nc(C)cc1C(=O)N1CCCC(C(=O)c2ccc(Oc3ccccc3)cc2)C1 (stereo not given)
22. Cc1n[nH]c(C)c1S(=O)(=O)Nc1ccc2c(c1)OCCO2
23. CCC(Oc1ccccc1)C(=O)Nc1ccccc1C(=O)N1CCOCC1 (stereo not given)
24. CCOCCCNC(=O)CC1Oc2ccc(C)cc2NC1=O (stereo not given)
25. COC(=O)[C@@]1(Cc2ccc(F)cc2)[C@H]2c3cc(C(=O)N(C)C)n(CCO)c3C[C@H]2CN1C(=O)c1ccccc1
26. Cc1ccnc(NC(=O)CCCOc2cc(=O)n(C)c3ccccc23)c1
27. Cc1ccc(-n2nc(C)c3c(C)c(CCC(=O)NCCCOC(C)C)c(C)nc32)cc1
28. Cc1cccc(OCC(=O)O/N=C(\N)c2ccc(Cl)cc2)c1
29. CN1/C(=C\C(=O)COC(=O)c2ccc(O)c(O)c2)C(C)(C)c2ccccc21
30. COc1ccc(CC(=O)N(CCC2=CCCCC2)c2c(N)n(Cc3ccccc3)c(=O)[nH]c2=O)cc1OC

Screen / compound no.	21	22	23	24	25	26	27	28	29	30
Pol kappa inh	1%	-17%	-13%	12%	·	-13%	-19%	-2%	-19%	3%
POLB inh	-2%	2%	35%	-3%	·	0%	0%	6%	?	·
TRHR agonist	-0.9	0.6	0.3	-0.3	·	0.3	-0.8	1.2	-0.5	0.2
Apoferritin bind	?	-2%	-5%	-2%	-8%	-10%	-3%	-4%	-6%	·
APE1 inh	27%	12%	-2%	-3%	-4%	-3%	-11%	-4%	8%	49%
BLM inh	-2%	3%	-4%	-1%	-1%	4%	-1%	-5%	-27%	·
12-LOX inh	-8%	-20%	0%	4%	-4%	-73%&2%	8%	·	10µM*	?
POLI inh	-2%	17%	?	-13%	·	7%	3%	7%	?	?
ERG-DNA inh	-11%	-4%	-3%	3%	·	-3%	0%	·	93%[activator]	7%

Arranged by value in POLI inh (ascending): 3 of the compounds above
# | molecule | POLI inh
7 | CCCCNC(=S)NNC(=O)CCn1cc(C)cn1 | -9%
16 | CCc1ccc(-c2cc(C)no2)cc1S(=O)(=O)N1CCN(c2cccc(C)c2C)CC1 | 5%
28 | Cc1cccc(OCC(=O)O/N=C(\N)c2ccc(Cl)cc2)c1 | 7%

The list continues:
31. S=C(Nc1cccc(Cl)c1)N1CCN(c2ccccn2)CC1
32. CC1CCN(S(=O)(=O)c2ccc(C(=O)Nc3ccccn3)cc2)CC1
33. C=CCN(C(=O)CNS(=O)(=O)c1ccccc1)C(C(=O)NCCOC)c1cccnc1 (stereo not given)
34. CSc1nnc(C)c(=O)[nH]1
35. CN(CCCC1CCCC1)C(=O)CCc1nnc(-c2ccccc2)o1
36. COc1ccc(OCC(=O)NC(=S)NNC(=O)COc2ccc(Br)cc2Cl)cc1
37. Cc1ccc(NC(=O)COC(=O)CC2SC(N3CCCC3)=NC2=O)cc1 (stereo not given)
38. COCCSc1ccccc1C(=O)Nc1ccc(Br)cc1
39. COc1ccc(S(=O)(=O)NC2CCSc3ccccc32)cc1NC(C)=O (stereo not given)
40. COc1ccc(CC(=O)NCc2n[nH]c(=S)n2-c2cccc(C)c2)cc1

Screen / compound no.	31	32	33	34	35	36	37	38	39	40
Pol kappa inh	-8%	5%	5%	-8%	10%	-18%	-8%	-3%	-9%	-2%
POLB inh	1%	·	20%	-16%	2%	-1%	·	27%	22%	2%
TRHR agonist	-2.2	-0.5	0.0	-0.3	0.4	-1.7	-0.1	-0.3	-0.7	-0.5
Apoferritin bind	3%	·	7%	11%	?	?	·	-13%	-10%	-3%
APE1 inh	6%	-4%	34%	-7%	25%	4%	3%	-2%	28%	6%
BLM inh	-2%	·	-1%	-6%	-6%	-1%	·	-4%	-10%	-3%
12-LOX inh	-1%	2%	8%	-4%	2%	14µM*	26%	35µM*	-19%	-6%
POLI inh	9%	-2%	73%[activator]	11%	26%	14%	24%	1%	1%	36%[activator]
ERG-DNA inh	-3%	6%	-1%	6%	2%	-2%	13%	-18%	-6%	-7%

41. Cc1ccc(SCC(=O)NCc2cccnc2)cc1
42. COCCNC(=O)Cn1cc(S(=O)(=O)Cc2ccccc2Cl)c2ccccc21
43. CC(=O)Nc1cccc(-c2csc(Nc3cc(C)ccn3)n2)c1
44. COc1ccc(/C=C2\SC(=Nc3ccccc3OC)NC2=O)cc1
45. CCO[C@H]1OC(C(=O)N2CCCCCCC2)=C[C@@H](c2ccccc2)[C@@H]1CCCO
46. Cc1ccc2[nH]c(C(=O)N3CCN(C=O)CC3)cc2c1
47. COc1ccc(NC(=O)C2CCN(c3ncnc4c3nc3n4CCCCC3)CC2)c(OC)c1
48. O=C(c1ccc2c(c1)OCO2)C1CCCN(C(=O)NCc2ccccc2)C1 (stereo not given)

Screen / compound no.	41	42	43	44	45	46	47	48
Pol kappa inh	-12%	5%	-9%	2%	-9%	-4%	12%	-3%
POLB inh	0%	1%	5%	5%	2%	1%	21%	?
TRHR agonist	-0.2	-0.7	-0.9	-0.6	-0.4	-0.3	-2.1	-0.7
Apoferritin bind	-18%	28%	-16%	-23%	-4%	-3%	-14%	-21%
APE1 inh	-2%	·	0%	-18%	1%	3%	6%	2%
BLM inh	-3%	2%	-9%	-10%	-3%	-4%	-2%	0%
12-LOX inh	0%	-16%	2%	13%	0%	4%	5%	-7%
POLI inh	1%	14%	18%	?	25%	2%	17%	32%[activator]
ERG-DNA inh	2%	1%	·	-2%	-12%	-4%	-10%	1%

Fetched by structure from the list above:
5. CN1CCN(C2=C(Cl)C(=O)N(CCc3ccccc3)C2=O)CC1
15. COC(=O)c1ccccc1NC(=O)CN1CCCCC1

Screen / compound no.	5	15
Pol kappa inh	4%	-17%
POLB inh	2%	1%
TRHR agonist	0.2	0.2
Apoferritin bind	-8%	-14%
APE1 inh	-2%	0%
BLM inh	0%	-5%
12-LOX inh	-19%	-6%
POLI inh	18%	5%
ERG-DNA inh	-11%	-6%

Screening data: PubChem BioAssay, National Center for Advancing Translational Sciences (NCATS)

Not all compounds are listed; rates above refer to the full screens.
